GSK3A inh: human GSK-3 alpha kinase inhibition; ADP-Glo luminescence, 60 min; inhibition, % at 10 µM; 0.1% of 320,000 active;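 in the data active = inhibition above about 50%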;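 also: GST-tagged GSK-3 alpha with peptide substrate and 25 µM ATP; 0% = DMSO neutral wells and 100% = GW8510 positive control wells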
Target sequence (P49840 whole entry, looked up): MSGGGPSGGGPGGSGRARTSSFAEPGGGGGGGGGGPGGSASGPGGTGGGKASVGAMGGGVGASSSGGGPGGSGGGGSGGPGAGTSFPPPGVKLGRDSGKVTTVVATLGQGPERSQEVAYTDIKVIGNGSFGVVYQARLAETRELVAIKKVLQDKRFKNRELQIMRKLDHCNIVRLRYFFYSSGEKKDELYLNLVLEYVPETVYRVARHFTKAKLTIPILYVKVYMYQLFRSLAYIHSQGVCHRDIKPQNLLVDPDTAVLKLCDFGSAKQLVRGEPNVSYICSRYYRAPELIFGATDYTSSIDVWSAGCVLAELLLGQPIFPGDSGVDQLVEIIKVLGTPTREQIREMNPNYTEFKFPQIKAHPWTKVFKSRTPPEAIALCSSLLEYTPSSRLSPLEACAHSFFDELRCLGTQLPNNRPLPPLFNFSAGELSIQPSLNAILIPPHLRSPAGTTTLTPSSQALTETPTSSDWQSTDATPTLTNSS
An asterisk follows results filed as active. Not all compounds are listed, so the mix of outcomes need not match the whole.

SMILES	GSK3A inh
Cc1cc(C)n2nc(SCC(=O)Nc3ccc(F)c(F)c3F)nc2n1	3
CCCCc1nnc(NC(=O)c2ccc(S(=O)(=O)N3CCOCC3)cc2)s1	-1
Cc1ccc([C@@H]2CC=C(C(=O)O)[C@H](c3ccc(Cl)cc3)N2S(=O)(=O)c2ccc(C)cc2)cc1	-7
Cc1cccc(OC(C)C(=O)OCC(=O)Nc2sccc2C(N)=O)c1 (stereo not drawn)	-3
CN(CC(=O)Nc1ccc(Cl)c(Cl)c1)CC(=O)Nc1ccc2c(c1)OCO2	-1
CCOc1ccc(CN(C)C(=O)CNC(=O)c2sc3ccccc3c2Cl)cc1	1
Oc1cc(NCc2ccc(F)cc2)cc2cccnc12	-2
CC(OC(=O)C1=NN(c2ccccc2)C(=O)CC1)C(=O)NC1CCCCC1C (stereo not drawn)	-5
CN(Cc1ccccc1F)C(=O)CCNC(=O)c1ccc(C(C)(C)C)cc1	0
Cc1ccc(S(=O)(=O)N2[C@@H](c3cccc(Cl)c3)C(C(=O)O)=CC[C@H]2c2cccc(C)c2)cc1	-2
CC(C)(C)OC(=O)C[C@H]1C/C=C\C[C@@H](CC(=O)N[C@H](CO)Cc2ccccc2)C(=O)NC[C@H](c2ccccc2)OC1=O	-1
COc1cc(OC)cc(-c2sc3ccc(OC)cc3c2-c2ccc3cc[nH]c3c2)c1	-3
O=C(CSc1nnc(-c2ccccc2F)n1C1CCCCC1)Nc1cc(C(=O)O)ccc1Cl	-11
OCC[C@H]1C[C@H](O)[C@@H](O)[C@]2(CCc3ccccc3CO2)O1	2
Cc1cc(C(=O)Nc2sccc2C(N)=O)c(C)o1	4
COc1ccc(-n2nnnc2SCC(=O)Nc2c(C)n[nH]c2C)cc1	-1
Cc1[nH]c2ccccc2c1C(=O)COC(=O)c1nccnc1N	-3
COc1ccc(-c2cc(-c3nc4ccccn4c3NCc3ccccc3)ccc2OC)cc1	1
CN(Cc1ccco1)c1ncnc2ccc(-c3ccc4c(ccn4C)c3)cc12	0
O=C(Nc1cccc(S(=O)(=O)N2CCCC2)c1)c1cccc(S(=O)(=O)N2CCOCC2)c1	-5
O=C(NCCC(=O)N1CCN(c2ccccn2)CC1)c1ccc(Cl)cc1	-1
O=C(CSc1nnc(-c2c[nH]c3ccccc23)o1)NCC1CCCO1 (stereo not drawn)	2
COc1ccc(CC(=O)Nc2nc(C)cs2)cc1S(=O)(=O)N1CCOCC1	-1
COc1ccc(NC(=O)N(C)C[C@H]2Oc3ccc(NC(=O)Nc4ccc(C(F)(F)F)cc4)cc3C(=O)N([C@H](C)CO)C[C@@H]2C)cc1	0
CCN(C[C@H]1N[C@@](CC)(C(=O)OC)[C@H]2C(=O)N(C)C(=O)[C@@H]12)S(=O)(=O)c1ccc(F)cc1	0
Cc1ccccc1-c1cc(C(=O)NCc2ccc(OC(F)(F)F)cc2)nn1CC1CC(c2cccc([N+](=O)[O-])c2)=NO1 (stereo not drawn)	-1
O=C(CN1C(=O)NC(Cc2ccccc2)C1=O)Nc1ccc(OC(F)(F)F)cc1 (stereo not drawn)	0
O=C(Nc1nccs1)[C@@H]1CCCN1S(=O)(=O)c1ccc(Cl)cc1	2
O=C(O)c1cccnc1C(=O)O	-2
CC(=O)OC(C)=O	0

Some of the entries so far, with values ahead of the structure.
| GSK3A inh | mol |
| --- | --- |
| -3 | Cc1[nH]c2ccccc2c1C(=O)COC(=O)c1nccnc1N |
| 1 | COc1ccc(-c2cc(-c3nc4ccccn4c3NCc3ccccc3)ccc2OC)cc1 |
| 0 | CN(Cc1ccco1)c1ncnc2ccc(-c3ccc4c(ccn4C)c3)cc12 |
| -5 | O=C(Nc1cccc(S(=O)(=O)N2CCCC2)c1)c1cccc(S(=O)(=O)N2CCOCC2)c1 |
| -1 | O=C(NCCC(=O)N1CCN(c2ccccn2)CC1)c1ccc(Cl)cc1 |
| 2 | O=C(CSc1nnc(-c2c[nH]c3ccccc23)o1)NCC1CCCO1 (stereo not drawn) |
| -1 | COc1ccc(CC(=O)Nc2nc(C)cs2)cc1S(=O)(=O)N1CCOCC1 |
| 0 | COc1ccc(NC(=O)N(C)C[C@H]2Oc3ccc(NC(=O)Nc4ccc(C(F)(F)F)cc4)cc3C(=O)N([C@H](C)CO)C[C@@H]2C)cc1 |
| 0 | CCN(C[C@H]1N[C@@](CC)(C(=O)OC)[C@H]2C(=O)N(C)C(=O)[C@@H]12)S(=O)(=O)c1ccc(F)cc1 |
| -1 | Cc1ccccc1-c1cc(C(=O)NCc2ccc(OC(F)(F)F)cc2)nn1CC1CC(c2cccc([N+](=O)[O-])c2)=NO1 (stereo not drawn) |
| 0 | O=C(CN1C(=O)NC(Cc2ccccc2)C1=O)Nc1ccc(OC(F)(F)F)cc1 (stereo not drawn) |
| 2 | O=C(Nc1nccs1)[C@@H]1CCCN1S(=O)(=O)c1ccc(Cl)cc1 |
| -2 | O=C(O)c1cccnc1C(=O)O |

Later entries.
SMILES	GSK3A inh
C[C@H]1COC(=O)[C@H](NC(=O)OCC2c3ccccc3-c3ccccc32)C/C=C\C[C@H](CC(=O)N(CCO)Cc2ccccc2)C(=O)N1	-1
CCOc1ccc(OCCC(=O)N(CC)CC(=O)Nc2c(F)cccc2F)cc1	0
O=C(CCNC(=O)c1ccc([N+](=O)[O-])cc1)Nc1ccc(Cl)c(S(=O)(=O)N2CCOCC2)c1	14
O=C(Nc1cccc(S(=O)(=O)N2CCOCC2)c1)C1CCN(S(=O)(=O)c2ccccc2)CC1	0
O=C(COC(=O)CCc1ccccc1)NCc1ccccc1	0
O=c1ccc(S(=O)(=O)N2CCCC2)cn1Cc1ccc(Cl)cc1Cl	2
O=C(COC(=O)c1ccc(F)c(S(=O)(=O)N2CCOCC2)c1)NC1CCCCC1	-2
CSc1ccc(CN(C)CC(=O)NC(=O)NCCC2=CCCCC2)cc1	0
COc1ccc(CCNC(=O)CN2C(=O)NC3(CCc4ccccc43)C2=O)cc1 (stereo not drawn)	-1
CC(C)(C)c1ccc(C(=O)OCc2c(-c3ccccc3)ncc3ccccc23)cc1	-1
CC(=O)c1cc2ccccc2oc1=O	1
CN(CC(=O)Nc1ccc(F)cc1)C(=O)CSc1ccc2c(c1)OCCO2	-3
O=C(OCC(=O)N1CCc2ccccc21)c1n[nH]c(=O)c2ccccc12	1
O=C1C(Cc2ccccc2)Nc2ncnc(N3CCN(c4ccccc4)CC3)c2N1Cc1ccc(Br)cc1 (stereo not drawn)	-1
COc1ccc(-c2oc3ccccc3c2C#Cc2cncn2C)cc1	1
O=C(CN1C(=O)NC2(CCCCC2)C1=O)NCCc1ccccc1	-1
CN=C(N)NCCC[C@H](N)C(=O)O	0
Cc1ccc(S(=O)(=O)N2CCN(C(C)C(=O)NCC(C)c3ccccc3)CC2)cc1 (stereo not drawn)	-1
O=C(CN(Cc1ccccc1)C(=O)CCl)c1cccc(Br)c1	0
COc1ccc(CN(C)C(=O)Cc2ccc(OC)c(S(=O)(=O)N3CCOCC3)c2)cc1OC	1
C[C@H]1COC(=O)[C@@H](CC(=O)OC(C)(C)C)C/C=C\C[C@@H](CC(=O)N(CCO)Cc2ccccc2)C(=O)N1	0
Cc1ccccc1C(=O)OCC(=O)NCc1ccco1	-6
O=C(Cn1cnc2ccccc21)Nc1cccc(S(=O)(=O)N2CCCC2)c1	1
C#CCOCCOCCOCCNc1nc(N2CCN(C(=O)[C@H](CCC(=O)O)n3cc([C@@H](N)[C@H](C)CC)nn3)CC2)nc(N2CCN(C(=O)[C@H](CCC(=O)O)n3cc([C@@H](N)CC(N)=O)nn3)CC2)n1	-2
CCCOc1ccc(C(F)(F)F)cc1NC(=O)CN1C(=O)C(=O)N(CC)C1=O	-4
Cc1ccc(S(=O)(=O)N2CCCCC2)cc1NC(=O)COC(=O)c1ccc(=O)[nH]c1	0
CC1(C)C(=O)Nc2ccccc2N1C(=O)COC(=O)c1cccc(O)c1	3
Cc1ccc(S(=O)(=O)N(C)CC(=O)NNC(=O)CCC(=O)c2ccc(F)cc2)cc1	-3
O=C(COC(=O)c1ccco1)NCc1ccc(Cl)cc1Cl	-1
Cc1occc1-c1nnc(SCC(=O)N2CCCCC2C)o1 (stereo not drawn)	1
C[C@H](NC(=O)c1ccccc1Cl)C(=O)OCC(=O)N1CCN(c2ccccc2)CC1	-1
Cc1ccc(NC(=O)C(c2ccccc2)N2CCN(CC(=O)N3CCOCC3)CC2)cc1 (stereo not drawn)	0
CCCCc1ccc(NC(=O)Cn2c(=O)c(N3CCCCC3)c(N)n(C)c2=O)cc1	-3
O=C(/C=C/c1ccc(S(=O)(=O)N2CCOCC2)cc1)NC(CO)C(O)c1ccc([N+](=O)[O-])cc1 (stereo not drawn)	-1
Cc1cc(C(=O)NN=Cc2ccc(-c3ccc(F)cc3)o2)c(C)o1	-1
C#CCOCCOCCOCCNc1nc(N2CCN(C(=O)[C@H](CCC(=O)O)n3cc([C@@H](N)CO)nn3)CC2)nc(N2CCN(C(=O)[C@H](CCC(=O)O)n3cc([C@@H](N)CCSC)nn3)CC2)n1	4
Cc1ccc(S(=O)(=O)NCC(=O)OCC(=O)Nc2ccc(C)c(S(=O)(=O)N3CCOCC3)c2)cc1	-2
COc1ccc(CCNC(=O)COC(=O)/C=C/c2ccc3c(c2)OCO3)cc1	-3
CC(C)CN(C(=O)C1CCC1)c1c(N)n(Cc2ccccc2)c(=O)[nH]c1=O	-3
O=S(=O)(c1cccc(C(F)(F)F)c1)N1CCN(CC(O)COCc2ccccc2)CC1 (stereo not drawn)	-4
CCCC1(c2ccccc2)NC(=O)N(CC(=O)N2CC(=O)Nc3ccccc32)C1=O (stereo not drawn)	3
Cc1c(NC(=O)COC(=O)/C=C/c2cccc(Cl)c2)c(=O)n(-c2ccccc2)n1C	-3
CCOC(=O)C1=C(C)Nc2ccccc2N=C1NC(=O)c1oc2ccccc2c1COC	-5
COc1ccc(C(=O)O)cc1S(=O)(=O)Nc1ccccc1C(=O)NCc1ccc2c(c1)OCO2	-1
CCOc1ccccc1-n1nnnc1SCC(=O)N1CCCC1=O	-3
Cc1ccccc1CC(=O)OCC(=O)Nc1ccc(C)c(S(=O)(=O)N2CCCCC2)c1	-1
COc1ccccc1NC(=O)c1ccccc1C(=O)N(C)Cc1ccccc1	-2
CC(C)C[C@H]1CN=C(N(C)C)N1CCc1cccc(F)c1	2
O=C(Cc1n[nH]c(=O)c2ccccc12)Nc1cccc(S(=O)(=O)N2CCCCCC2)c1	17
CC[C@]12c3[nH]c4ccccc4c3CCN1C(=O)C(CC(=O)NCCCN(C)C)C[C@@H]2C(=O)N1CCN(C(=O)C2CC2)CC1 (stereo partly drawn)	0
Other compounds follow.
SMILES	GSK3A inh
COC(=O)C1=C(C)N(Cc2ccccc2)C(=NCC2CC2)N[C@H]1c1ccccc1	0
Cc1ccccc1-c1cc(C(=O)NCc2ccco2)nn1CC1CC(c2cccc([N+](=O)[O-])c2)=NO1 (stereo not drawn)	3
COc1cc(S(=O)(=O)Nc2ccc3c(c2)C(=O)N(C)C3=O)ccc1NC(C)=O	-2
NS(=O)(=O)c1ccc(NC(=O)COC(=O)Cn2cnc3ccccc3c2=O)cc1	-1
Cn1c(SCC(=O)NC2CCCC2)nnc1C(F)(F)F	-2
Cn1c(SCC(=O)NCC2COc3ccccc3O2)nnc1C(F)(F)F (stereo not drawn)	-3
N=C(N)SCCc1cnc[nH]1	-3
O=C(CN1C(=O)c2ccc([N+](=O)[O-])cc2C1=O)Nc1nnc(C2CC2)s1	-2
COc1ccc2cc(C(=O)NCc3ccccc3CN3CCCC3)ccc2c1	-11
COc1ccc(Cl)cc1C(=O)NNC(=O)c1cccs1	1
CCOc1ccc(Br)cc1S(=O)(=O)NC1=NCCCCC1	-1
Cc1cccc(CNc2ncnc3ccc(-c4ccc5c(c4)OCO5)cc23)c1	0
CC(NC(=O)CN1C(=O)NC2(CCCC2)C1=O)c1ccc(Cl)cc1Cl (stereo not drawn)	-1
CN(C(=O)c1ccc(NC(=O)Cc2ccc(NC(=O)C3CCN(C(=O)C4CC4)CC3)cc2)cc1)C1CC1	-4
C=CC[C@@H](Cc1ccc(F)cc1)C(=O)OC[C@@H]1CCCN1C(=O)[C@@H](CC=C)CC(=O)N[C@H](CO)Cc1ccccc1	-1
O=C(CSc1nnc(Cc2cccs2)n1C1CC1)NC1CCS(=O)(=O)C1 (stereo not drawn)	-4
O=C1CC/C=C\C[C@@H](CC(=O)N(CCO)Cc2ccccc2)C(=O)NC[C@@H](c2ccccc2)O1	-2
CC1CCCC(C)N1C(=O)CSc1nnc(-c2ccco2)n1C (stereo not drawn)	-4
Cc1ccc(/C=C/S(=O)(=O)NCCC(=O)NCc2ccc(F)cc2)cc1	-2
Cc1ccc(CN(C)c2ccc(S(=O)(=O)N3CCCC3)cn2)cc1	1
COc1ccccc1NS(=O)(=O)c1ccc2oc(SC(C)C(=O)N3CCNC3=O)nc2c1 (stereo not drawn)	0
CCOC(=O)[C@H]1[C@H]2COc3ccc(OC)cc3[C@@H]2N2C(=O)CN(Cc3ccccc3)C(=O)[C@@]12C	0
C[C@H](CO)N1C[C@H](C)[C@@H](CN(C)C(=O)Nc2ccc(C(F)(F)F)cc2)Oc2c(NC(=O)Nc3ccc(C(F)(F)F)cc3)cccc2C1=O	-4
Cc1ccc(S(=O)(=O)CCC(=O)OC(C)C(=O)Nc2ccc(N3CCOCC3)cc2)cc1 (stereo not drawn)	-2
CCc1c(C2(O)CCCCC2)[nH]c2ncccc12	2
COc1cc(NC(=O)COC(=O)c2cc(S(=O)(=O)N3CCOCC3)ccc2F)cc(OC)c1	-1
COCCNC(=O)c1cc(-c2ccccc2)n(Cc2cc(C)no2)n1	-4
COc1ccc(OC)c(NC(=O)CN2c3cccc4cccc(c34)S2(=O)=O)c1	0
O=C(CN1C(=O)NC2(CCCCC2)C1=O)Nc1cccc(S(=O)(=O)N2CCCC2)c1	-3
CC[C@H](C)[C@@H]1NC(=O)[C@H]([C@@H](C)CC)NC(=O)[C@@H](CC(C)C)NC(=O)[C@H](Cc2ccccc2)NC(=O)[C@H](Cc2ccccc2)NC(=O)[C@@H]2CCCN2C(=O)[C@@H]2CCCN2C(=O)[C@H](C(C)C)NC(=O)[C@H](CC(C)C)NC1=O	-4
CCCNC(=O)C(Cc1ccc(OC)cc1)NC(=O)c1ccc(Cl)cc1 (stereo not drawn)	0
CN(C(=O)COC(=O)c1ccccc1C(=O)c1ccccc1)c1ccccc1	1
